ANO1 activ = activators or potentiators of mouse TMEM16A chloride channel | Q8BHY3 | HEK293 TMEM16A/YFP-H148Q/I152L, iodide quench fluorescence; stronger effect = lower value | B-score at 10 µM | 0.3% of 340,000 active | AID 623877;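 active = fluorescence-ratio B-score plate-corrected deviation score at least 3 library SD below zero, with starting fluorescence score within 5 deviations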;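 note: channel opened by trigger with iodide after compound preincubation; score built on the fluorescence ratio of max minus min over baseline; more negative score means more quench and so TMEM16A activation or potentiation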
HDAC3 inhib = blocks human histone deacetylase 3; inhibition, % at 8.3 µM; recombinant HDAC3, fluorogenic peptide/trypsin coupled, fluorescence; O15379; 0.15% of 320,000 active; AID 2718; in the data active = inhibition above about 26%, passing the limit was not always enough; inconclusive = no clear call, values can overlap the other calls
Target sequence (O15379 whole entry, looked up): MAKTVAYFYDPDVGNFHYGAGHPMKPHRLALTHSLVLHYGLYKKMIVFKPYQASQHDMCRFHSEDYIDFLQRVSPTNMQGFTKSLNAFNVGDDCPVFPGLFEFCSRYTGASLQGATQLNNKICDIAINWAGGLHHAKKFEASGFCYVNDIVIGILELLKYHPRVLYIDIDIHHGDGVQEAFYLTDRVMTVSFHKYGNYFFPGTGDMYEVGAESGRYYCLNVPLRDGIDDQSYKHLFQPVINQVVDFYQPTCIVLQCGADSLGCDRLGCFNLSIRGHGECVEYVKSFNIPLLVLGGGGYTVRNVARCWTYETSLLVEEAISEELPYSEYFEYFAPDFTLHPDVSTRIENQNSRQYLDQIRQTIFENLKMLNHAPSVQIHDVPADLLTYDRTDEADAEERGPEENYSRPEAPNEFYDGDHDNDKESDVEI
RGS4 inh = inhibitors of human RGS4; 0.45% of 310,000 active; P49798; HEK293 M3R/RGS4 inducible, Fluo-4 calcium flux; stronger effect = higher value; triggered by carbachol at its EC20; B-score at 10 µM;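 active = B-score, a plate-corrected calcium signal, over three deviations above library mean, with baseline fluorescence within five deviations of library mean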;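 note: RGS4 expression induced by doxycycline in cells with stable M3 receptor; B-score is computed from the integrated fluorescence ratio over baseline after carbachol; higher B-score means a larger calcium signal and so more RGS4 inhibition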
Target sequence (P49798 whole entry, looked up): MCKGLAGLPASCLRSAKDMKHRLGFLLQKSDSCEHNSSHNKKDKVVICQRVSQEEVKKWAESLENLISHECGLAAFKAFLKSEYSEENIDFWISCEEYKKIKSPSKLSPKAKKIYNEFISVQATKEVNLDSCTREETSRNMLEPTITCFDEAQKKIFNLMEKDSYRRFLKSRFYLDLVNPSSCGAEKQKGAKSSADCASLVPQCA
ANO1 block = mouse TMEM16A channel inhibition, primary screen; HEK293 TMEM16A/YFP iodide influx fluorescence, ionomycin; normalized B-score (activity score, 25-100; higher = stronger inhibition) at 10 µM; 1.2% of 310,000 active;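 active = ratio plate-corrected score three or more library SD toward inhibition, starting fluorescence score within five deviations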;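 note: score derived from kinetic fluorescence span divided by baseline fluorescence per well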
MrgX1 antag = blocks BAM8-22 activation of human MrgX1 receptor; 1.3% of 310,000 active; Q96LB2; B-score at 10 µM; MRGX1-HEK293 calcium flux, Fluo-4, BAM8-22 antagonism; stronger effect = lower value; AID 588676;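 active = calcium-response B-score plate-corrected more than 3 library SD below zero, starting fluorescence within 5 deviations, no agonist response on first addition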;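 note: peak minus trough fluorescence over baseline after final BAM8-22 challenge near maximal dose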
Target sequence (Q96LB2 whole entry, looked up): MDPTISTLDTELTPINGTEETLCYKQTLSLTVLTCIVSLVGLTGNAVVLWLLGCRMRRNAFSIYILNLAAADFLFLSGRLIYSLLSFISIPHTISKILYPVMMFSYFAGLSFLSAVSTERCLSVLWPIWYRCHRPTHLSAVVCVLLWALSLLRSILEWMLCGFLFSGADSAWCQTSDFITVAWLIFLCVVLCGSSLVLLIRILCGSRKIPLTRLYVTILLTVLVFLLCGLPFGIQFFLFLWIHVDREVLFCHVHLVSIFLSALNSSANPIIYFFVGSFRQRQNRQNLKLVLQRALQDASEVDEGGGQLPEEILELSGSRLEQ
RGS4 act = potentiators or activators of RGS4. HEK293 M3R/inducible RGS4, carbachol calcium flux Fluo4; stronger effect = lower value. B-score at 10 µM. 0.92% of 310,000 active;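 active = B-score of the integrated calcium signal more than 4 SD below the library mean, with starting fluorescence not abnormally high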;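 note: negative B-score means reduced calcium response which marks RGS4 activation or potentiation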
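Material: Inducible-RGS4 HEK293 cells carrying M3 receptor; also added: carbachol at ECmax as muscarinic agonist stimulus; incubation: compound preincubation 20 min at room temperature before agonist; signal: Fluo4-AM (2 µM) calcium-flux fluorescence, kinetic read; measure: integrated calcium ratio converted to B score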
TRPC6 activator = activates the mouse TRPC6 cation channel; AID 2550; 0.13% of 310,000 active; HEK293-TRPC6 membrane potential dye fluorescence; stronger effect = higher value; B-score at 10 µM; Q61143;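 active = B-score of the integrated fluorescence ratio above library mean plus 3 SD, and starting fluorescence ratio within library mean plus 5 SD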;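 note: higher score means more depolarization so channel activation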
MrgX1 PAM = allosterically activates human MrgX1 receptor signaling | Q96LB2 | MrgX1-HEK293, Fluo-4 calcium flux, FDSS; stronger effect = higher value | B-score at 10 µM | 0.63% of 310,000 active | AID 588675;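 active = plate-corrected calcium response at least 3 library SD above typical, normal starting fluorescence, not activating the receptor alone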;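 note: compound read alongside a low EC10 to EC30 dose of BAM8-22 agonist; peak minus trough fluorescence over baseline measured at the second addition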
TRPC6 inh = blocks the mouse TRPC6 cation channel; AID 2553; 1.1% of 310,000 active; Q61143; HEK293-TRPC6, membrane potential dye, ACh-evoked depolarization; stronger effect = lower value; B-score at 10 µM;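 active = B-score under library mean minus 3 SD, initial fluorescence not abnormally high, positive integrated signal ratio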;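 note: B-score derived from integrated fluorescence ratio over the kinetic read; more negative B-score means stronger inhibition of depolarization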
SKKanGAS inh = inhibitors of SKKanGAS S. pyogenes growth in kanamycin (SK-promoter or general growth effect); BacTiter-Glo, 6 h; inhibition, % at 7.5 µM; 1.3% of 300,000 active; AID 1662;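 active = mean replicate score, as percent of positive control median, at least 50; inconclusive = mean below 50 but one replicate at or above 50; inactive = mean and every replicate below 50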;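 note: strain carries kanamycin resistance gene driven by streptokinase promoter and grows in 40 µg/ml kanamycin; loss of luminescence reflects streptokinase promoter inhibition or plain growth inhibition; 0% = median of DMSO wells and 100% = positive control at its reference dose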
MrgX1 ag = agonists of human MrgX1 receptor | Q96LB2 | MrgX1-HEK293 cells, Fluo-4 calcium fluorescence, agonist mode; stronger effect = higher value | B-score at 10 µM | 0.44% of 310,000 active;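 active = calcium response B-score plate-corrected fluorescence ratio at least 3 library SD, with starting fluorescence B-score inside 5 SD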
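Material: HEK293 cells stably expressing human MrgX1 receptor | Quantity: 15,000 cells per well | Times: Cells plated overnight, dye loaded 0.5 h 37 °C, 0.5 h room temperature | Measured by: Kinetic Fluo-4 NW fluorescence of intracellular calcium | Control set: Positive and negative controls per plate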
The depositor's hits bear a star; i = inactive; ? = inconclusive; . = not tested or not shown.

Each structure is followed by: ANO1 activ, HDAC3 inhib, RGS4 inh, ANO1 block, MrgX1 antag, RGS4 act, TRPC6 activator, MrgX1 PAM, TRPC6 inh, SKKanGAS inh, MrgX1 ag
> CCc1cc2c(C)ccc(C)c2nc1SCC(=O)Nc1c[nH]c(=O)[nH]c1=O
→ i, 1, i, i, i, i, i, i, i, -1, i
> Cc1cc(C(=O)CSc2nnc(N)s2)c(C)n1Cc1cccs1
→ i, -8, i, i, i, i, i, i, i, -4, i
> O=C(O)c1cccc(N(CCO)CCO)c1
→ i, -16, i, i, i, i, i, i, i, 2, i
> CCSc1nnc2c(n1)OC1(CCCC1)Nc1ccccc1-2
→ i, 0, i, i, i, i, i, i, i, -7, i
> Cc1oc2c(c1C(=O)NCc1ccccc1)CCCC2
→ i, 7, i, i, i, i, i, i, i, -1, i
> COc1cc(/C=N/NC(=O)C2C3CCCCC32C)cc(Br)c1O (stereo unspecified)
→ i, -4, i, i, i, i, i, i, i, 5, i
> COC(=O)COc1ccc(S(=O)(=O)N2CCN(c3ccccc3)CC2)cc1
→ i, 0, i, i, i, i, i, i, i, 1, i
> Cc1ccc(CSC2=NCCN2C(=O)C(C)Oc2ccccc2)cc1 (stereo unspecified)
→ i, -4, i, i, i, i, i, i, i, -6, i
> CC(C)C(CCNC(=O)CC(Cc1ccccc1)c1ccco1)c1ccco1 (stereo unspecified)
→ i, 7, i, i, i, i, i, i, i, 13, i
> COc1ccc(/C(C)=N/NC(=S)NCCc2ccccc2)c(O)c1
→ i, 5, i, i, i, i, i, i, i, ?, i
> Cc1oc(-c2cccc(Cl)c2)nc1CN1CCC(C(=O)NCc2cccnc2)CC1
→ i, -3, i, i, i, i, i, i, i, -2, i
> CCCNc1c(NS(=O)(=O)c2ccc(C)cc2C)c(=O)oc2ccccc12
→ i, -2, i, i, i, i, i, i, i, -3, i
> C/C(=N\Nc1nc(Cl)c(Cl)cc1Cl)c1ccc(S(=O)(=O)NCc2ccco2)cc1
→ i, 3, i, i, i, i, i, i, i, 20, i
> COc1ccccc1N1C(=O)CC(Sc2ccccc2N)C1=O (stereo unspecified)
→ i, ., i, i, i, i, i, i, i, -3, i
> CC(C)CCn1nnnc1C(c1ccccc1)N1CCC(C(N)=O)CC1 (stereo unspecified)
→ i, 0, i, i, i, i, i, i, i, 9, i
> COc1ccc(OC)c(NC(=O)C(=O)N/N=C/c2ccccc2[N+](=O)[O-])c1
→ i, 5, i, i, i, i, i, i, i, -6, i
> O=C(/C=C/c1ccc(Cl)cc1)NCc1ccncc1
→ i, 6, i, i, i, i, i, i, i, -11, i
> Cc1cc(C)n(-c2ccc(C(=O)Nc3ccc(S(=O)(=O)N(C)C)cc3)cc2)n1
→ i, -7, i, i, i, i, i, i, i, 3, i
> OC(COc1ccc(CNCCc2ccc(C(F)(F)F)cc2)cc1)CN1CCCCC1 (stereo unspecified)
→ i, -3, i, i, i, i, i, i, i, 16, i
> Cc1ccc(NC(=O)CSc2nc3c(c(=O)[nH]2)CCC3)cc1C
→ i, -4, i, i, i, i, i, i, i, 12, i
> CCOC(=O)c1c(NC(=O)Cc2ccccc2)sc2c1CC(C)(C)NC2(C)C
→ i, -8, i, i, i, i, i, i, i, 2, i
> Cc1ccc(Cn2c(SCC(=O)N(C)C3CCS(=O)(=O)C3)nc3ccccc3c2=O)cc1 (stereo unspecified)
→ i, 2, i, i, i, i, i, i, i, -3, i
> COc1cccc(NC(=O)CN(C2=NC3CS(=O)(=O)CC3S2)c2cccc(C)c2)c1 (stereo unspecified)
→ i, 4, i, i, i, i, i, i, i, -6, i
> Nc1cc2sc(-c3ccc(C(=O)O)cc3)nc2cc1Cl
→ i, -67, i, i, i, i, i, i, i, 44, i
> Cc1ccc(OCCN2C(=O)OC(C)(C)C2(C)O)cc1 (stereo unspecified)
→ i, -5, i, i, i, i, i, i, i, -2, i
> CN(CCN1CCOCC1)C(=O)CC1C(=O)NCCN1Cc1ccccc1C(F)(F)F (stereo unspecified)
→ i, 2, i, i, i, i, i, i, i, -11, i
> COc1ccc(NC(=O)CS(=O)CC(=O)Nc2ccc(OC)c(OC)c2)cc1 (stereo unspecified)
→ i, 3, i, i, i, i, i, i, i, 10, i
> COc1cccc(Oc2ccc(N/C=C/C(=O)C(C)(C)C)cc2)c1
→ i, 9, i, 25*, i, i, i, i, i, 6, i
> CN(C)CCCNc1ncnc2scc(-c3ccccc3)c12
→ i, 8, i, i, i, i, i, i, i, -6, i
> Clc1ccc(Cn2c(-c3cccnc3Cl)nc3ccccc32)c(Cl)c1
→ i, 5, i, i, i, i, i, i, i, 2, i
> Cc1cccc(SCc2noc(C(=O)NC(C)C)c2C(=O)O)c1
→ i, 5, i, i, i, i, i, i, i, 9, i
> Cc1ccc(C(=O)N2CC(=O)NC(=O)C2)cc1
→ i, 3, i, i, i, i, i, i, i, 2, i
> N#CCCN(Cc1cccnc1)C(=S)NC1CC2C=CC1C2 (stereo unspecified)
→ i, 2, i, i, i, i, i, i, i, -7, i
> CCOC(=O)Cn1c(CN2CCN(C(c3ccccc3)c3ccccc3)CC2)nc2c1c(=O)n(C)c(=O)n2C
→ i, 11, i, i, i, i, i, i, i, 7, i
> O=C(Nc1ccc(-n2ccnc2P(=O)(O)c2ccccc2)cc1)c1ccccc1Br
→ i, 2, i, i, i, i, i, i, i, 9, i
> Cc1cccc(N2CCN(C(=O)c3ccc(Cl)c(NC4=NC5CS(=O)(=O)CC5S4)c3)CC2C)c1 (stereo unspecified)
→ i, 0, i, i, i, -8.5*, i, i, i, -3, i
> CCN1C(=O)[C@@H]2[C@@H](c3ccc(-c4ccc(OC)cc4)cc3)N3CCCC[C@@]3(C(=O)OC)[C@@H]2C1=O
→ i, 3, i, i, i, i, i, i, i, 5, i
> Cc1cccc(C)c1NC(=S)NN1CCN(C)CC1
→ i, 2, i, i, i, i, i, i, i, 3, i
> O=C(O/N=C\c1ccc(N2CCCCC2)c([N+](=O)[O-])c1)c1cccc(C(F)(F)F)c1
→ i, 0, i, i, i, i, i, i, i, 7, i
> Cc1cc(C(=O)CSc2cccc[n+]2[O-])c(C)n1-c1ccc(Br)cc1
→ ., 2, i, i, i, i, i, i, i, -5, i
> S=C(NCc1ccncc1)Nc1cccc(Cl)c1
→ i, 11, i, i, i, i, i, i, i, -5, i
> CCOC(=O)c1cnc2c(C)c(Cl)ccc2c1N1CCOCC1
→ i, 2, i, i, i, i, i, i, i, -2, i
> O=C(NC1CCCN(Cc2ccc(Cl)cc2)C1)c1ccnc(Cl)c1 (stereo unspecified)
→ i, 3, i, i, i, i, i, i, i, 6, i
> Cc1ccc(NC(=S)NCC2CCN(C(C)c3ccccc3)C2)cc1C (stereo unspecified)
→ i, -16, i, i, i, i, i, i, i, 0, i
> CCOC(=O)Cn1c(=N)n(CCOc2ccc(Br)cc2)c2ccccc21
→ i, 6, i, i, i, i, i, i, -7.7*, 0, i
> Cc1oc2c(C)c3oc(=O)c4c(c3cc2c1C)CCC4
→ i, ., i, ., ., i, i, ., i, -10, .
> S=c1[nH]nc(COc2ccc(Cl)cc2Cl)n1-c1ccccc1
→ i, 2, i, i, i, i, i, i, i, 10, i
> COCCCn1c(Cc2ccccc2)nnc1SCC(=O)N1CCCCC1
→ i, 3, i, i, i, i, i, i, i, 0, i
> COC(=O)c1ccc(-c2nn(C)c(=O)c3ccccc23)cc1
→ i, -5, i, i, i, i, i, i, i, -2, i
> COc1ccc(C(=O)NC(=S)N2CCN(c3ccccc3OC)CC2)cc1
→ i, -3, i, i, i, i, i, i, i, 4, i
> CNC(C)c1cc(OC)ccc1OC (stereo unspecified)
→ i, -1, i, i, i, i, i, i, i, 2, i
> CCOC(=O)c1ccc(NC(=O)CC2S/C(=N/N=C/c3c[nH]c4ccccc34)NC2=O)cc1 (stereo unspecified)
→ i, -6, i, i, i, i, i, i, i, 65*, i
> COc1ccc(CNC(=O)C2(c3ccc(Cl)cc3)CC2)cc1
→ i, 3, i, i, i, i, i, i, i, -1, i
> Cc1c(Cl)cccc1NC(=O)CC1Sc2ccccc2NC1=O (stereo unspecified)
→ i, 0, i, i, i, i, i, i, i, -6, i
> CCOc1ccc(CN(C)C(=O)CNC(=O)c2ccc3ccccc3c2)cc1OC
→ i, 1, i, i, i, i, i, i, i, -14, i
> CC(=O)Nc1ccc(NC(=O)C(C)OC(=O)C(C)SCC(=O)Nc2ccc(C)cc2)cc1 (stereo unspecified)
→ i, -2, i, i, i, i, i, i, i, 1, i
> Cc1cc2ccccn2c1C(=O)Nc1cccc(Cl)c1
→ i, 11, i, i, i, i, i, i, i, ., i
> Cc1ccc(C23CC4CC(CC(CC(=O)NC(C)(C)CO)(C4)C2)C3)cc1
→ i, -2, i, i, i, i, i, i, i, -1, i
> COc1ccccc1-c1noc(-c2cccs2)n1
→ i, -5, i, i, i, i, i, i, i, -3, i
> Cc1ccc(/C=N/NC(=O)CSc2nnc(-c3ccc(Cl)cc3)n2-c2ccccc2)o1
→ i, -2, i, i, i, i, i, i, i, 5, i

New compounds follow.
Each structure is followed by: ANO1 activ, HDAC3 inhib, RGS4 inh, ANO1 block, MrgX1 antag, RGS4 act, TRPC6 activator, MrgX1 PAM, TRPC6 inh, SKKanGAS inh, MrgX1 ag
> Cc1ccc(S(=O)(=O)N2CCN(C(=O)CSc3ccc(F)cc3)CC2)cc1
→ i, -3, i, i, i, i, i, i, i, -8, i
> CC(C)OCCCNCC(O)c1ccccc1 (stereo unspecified)
→ i, 0, i, i, i, i, i, i, i, 2, i
> COc1ccc(CNC(=O)C2CCCN2S(=O)(=O)c2ccc(Cl)cc2)cc1 (stereo unspecified)
→ i, 4, i, i, -5.5*, i, i, i, i, -7, i
> COCCNC(=O)Cn1cc(C(=O)c2cccs2)c2ccccc21
→ i, -6, i, i, i, i, i, i, i, -1, i
> Cc1c(Cl)cccc1NC(=S)NCc1cccs1
→ i, 1, i, i, i, i, i, i, i, 12, i
> COc1ccc(OC)c(CNC(=O)C2CCCN(S(=O)(=O)N3CC(C)CC(C)C3)C2)c1 (stereo unspecified)
→ i, -10, i, i, i, i, i, i, i, -5, i
